From PubChem
HP1b binding inh – blocks HP1-beta chromodomain binding to methylated histone tails. P83916. AlphaScreen HP1-beta / biotin-H3K9me3 peptide binding. Potency, µM (titrated, usually from 114 µM), for inactives: top-dose activity change, negative = inhibition, usual class: inhibitors. hit rate 0.56% among 390,000. AID 540317; note: nearly all actives have a fitted effect of over 70% in size; inactives centre near 23
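Compound inhibition of the preformed complex between 50 nM HP1-beta and 50 nM biotinylated H3K9me3 peptide was read by AlphaScreen. Buffer was PBS pH 7.4 with 0.01% Tween-20. Incubations ran 30 min at room temperature, with 10 ug/mL donor/acceptor beads.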
GLS inhibitor – blocks human kidney-isoform glutaminase activity | O94925 | GLS enzymatic activity, qHTS titration | Potency, µM (doses to about 45.5 µM), inactives show top-dose activity change, negative = inhibition, actives largely listed as inhibitors | hit rate 0.21% among 410,000; note: % is set by controls: 0 for no effect and ±100 for the full control effect
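Compounds were pin-transferred onto hKGA, after which L-glutamine (1 mM solution) and a detection mix of glutamate oxidase, HRP and Amplex Red were added. Initial and 30 min RT fluorescence reads were collected.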
PGK inhibitor – inhibitors of T. brucei phosphoglycerate kinase. hit rate 0.043% among 380,000. Potency, µM (top dose mostly 57.5 µM), for inactives: top-dose activity change, negative = inhibition, actives largely listed as inhibitors. PGK/GAPDH coupled, Kinase-Glo luminescence, 60 min. P07378; note: % is set by controls: 0 for no effect and ±100 for the full control effect; nearly all actives have a fitted effect of over 60% in size
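Luminescent ATP detection (Kinase-Glo Plus) follows a 60-minute room-temperature incubation, with wells lacking PGK as controls. Buffer: 100 mM TEA (pH 7.6), 5 mM MgCl2, 0.01% Tween-20. Coupling enzyme GAPDH (100 nM final) supplies unstable 1,3-BPG in-well.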
Pin1 inh – blocks the human prolyl isomerase Pin1 | Q13526 | Pin1 FP peptide displacement, HiFluor488, 10 min | Potency, µM (titrated, usually from 115 µM), for the others: at the highest dose activity, negative = inhibition, usual class: inhibitors | hit rate 0.009% among 390,000; active = well fitted inhibition curve with a large enough effect in the polarisation, with a control signal flat, not every such curve was filed as active; inconclusive = small, poorly fitted or top-dose-only effect, or effect the other way, or a change in a side signal; inactive = no such curve, though single readings can be large or run the other way; the % refers to the polarisation; note: % is set by controls: 0 for no effect and ±100 for the full control effect
BAZ2B inh – BAZ2B (human) inhibition | Q9UIF8 | hit rate 4.4% among 360,000 | AlphaScreen BAZ2B-H3K14Ac peptide displacement | AID 504333 | Potency, µM (series often up to 114 µM), inactives show top-dose activity change, negative = inhibition, actives largely listed as inhibitors; note: % is set by controls: 0 for no effect and ±100 for the full control effect; nearly all actives have a fitted effect of over 60% in size
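BAZ2B (50 nM) with biotin-H3(5-23)K14Ac peptide (50 nM) in PBS pH 7.4, 0.01% Tween-20, preformed 30 min, then compound 30 min at room temperature; top concentration 110uM. AlphaScreen streptavidin donor/nickel chelate acceptor beads (10 ug/mL final), 20 min dark, signal read.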
JMJD2A Tudor – JMJD2A Tudor domain (human) inhibition; O75164; AlphaScreen JMJD2A-Tudor / H3K4me3 peptide binding; Potency, µM (series often up to 114 µM), without a hit: top-dose activity change, negative = inhibition, hits mostly inhibitors; hit rate 4.4% among 390,000; AID 504339; note: % is set by controls: 0 for no effect and ±100 for the full control effect; nearly all actives have a fitted effect of over 50% in size
BLM helicase inh – inhibitors of human Bloom syndrome helicase BLM; P54132; recombinant BLM DNA unwinding, fluorescence dequenching; Potency, µM (series often up to 56.1 µM), inactives show top-dose activity change, negative = inhibition, actives largely listed as inhibitors; hit rate 0.2% among 350,000; AID 2528;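 note: plate controls were vehicle for no effect and no enzyme for full effect; nearly all actives have a fitted effect of over 35% in size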
Pol iota inh – DNA polymerase iota (human) inhibition; Q9UNA4; Pol iota fluorescent replication assay, 10 min; Potency, µM (doses to about 115 µM), without a hit: at the highest dose activity, negative = inhibition, usual class: inhibitors; hit rate 1% among 390,000; AID 588590
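Fluorescent replication assay read twice, at 0 min and 10 min after adding 50 nM (final) substrate. Enzyme (10 nM) and compounds were first incubated 15 min at room temperature; enzyme-free buffer wells were negative controls.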
G9a inh – blocks human histone lysine methyltransferase G9a; G9a H3K9 monomethylation, AlphaScreen, 2 h; Potency, µM (series often up to 102 µM), inactives show at the highest dose activity, negative = inhibition, most hits filed as inhibitors; hit rate 8.8% among 350,000; AID 504332; note: % is set by controls: 0 for no effect and ±100 for the full control effect; nearly all actives have a fitted effect of over 75% in size
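Chemiluminescent proximity detection of H3K9 monomethylation, read after 10 min bead incubation in the dark. Reaction: 20 nM G9a, 500 nM biotin-H3K9 peptide, 20 uM SAM cofactor, 2 h, room temperature, following 15 min enzyme-compound preincubation.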
Active calls of the source: *; i = inactive; ? = inconclusive; / = no result given; [ ] = dose if it differs, or a comment. Unless noted, calls come from the whole dose curve; as a rule, active = well fitted curve in the direction sought with a large enough effect; inconclusive = small, poorly fitted or top-dose-only effect, or another doubt; inactive = no such curve, though single readings can be large; an effect the other way counts as inactive or inconclusive. Potency is the fitted concentration of half-maximal effect. Only part of the results is shown; count on the stated rates, not on these rows.

SMILES | HP1b binding inh | GLS inhibitor | PGK inhibitor | Pin1 inh | BAZ2B inh | JMJD2A Tudor | BLM helicase inh | Pol iota inh | G9a inh
O=C(NCCN1CCOCC1)c1ccc(Cl)c([N+](=O)[O-])c1 | 44%[activator] | -33% | i | -5% | 12% | -11% | 0% | 19% | /
O=C(NC1CCCCCC1)c1ccc2c(=O)n3c(nc2c1)CCCCC3 | 40%[activator] | 1% | -6% | -7% | 7% | 0% | -3% | 3% | -2%
CC(=O)c1ccc(N2CCN(S(=O)(=O)c3cn(C)c(C)n3)CC2)cc1 | 12% | -12% | 0% | -1% | -16% | -9% | -1% | 4% | -1%
CCCNC(=O)COC(=O)c1ccc(S(=O)(=O)N2CCCC2)cc1 | 41%[activator] | -9% | 3% | -3% | / | -12% | 2% | 45%[activator] | 4%
COc1cc2ccccc2cc1C(=O)Nc1ccc2oc(-c3cccc(C)c3)nc2c1 | 17% | 18% | 4% | 8% | 0% | -10% | -14% | -26% | -36%[59 µM]
COc1ccccc1/C=N/NC(=O)CC(=O)NCc1cccnc1 | 36%[activator] | -1% | -1% | -6% | -5% | -21% | 4% | 93%[activator] | 4%[59 µM]
Cc1ccc(CN(Cc2ccco2)C(=O)COc2ccccc2C)cc1 | 69%[activator] | -12% | -3% | 4% | 52%[activator] | 23% | -21% | 16% | 16%[59 µM]
CCCN1C(=O)c2ccccc2NC1c1ccc(OC)c(COc2cccc(C)c2C)c1 (stereo unspecified) | 11%[57 µM] | / | / | 37%[activator] | / | -6%[57.1 µM] | / | -15% | /
N=C1SCC(=O)N1c1nc(-c2ccccc2)cs1 | 15% | 1% | / | 16% | 6%[57.1 µM] | ? | -5% | 17% | 3%[59 µM]
Cc1cc(C)n2nc(-c3ccc(Cl)cc3)nc2n1 | 26% | -7% | -1% | ? | -6% | -19% | 1% | 17% | 0%[59 µM]
Nc1nc2ccc(C(=O)Nc3ccc(N4CCOCC4)cc3)cc2s1 | 13% | 22% | -4% | -1% | / | ? | / | 0% | /
CN(C)C(CNC(=O)c1ccc(C(F)(F)F)cc1)c1ccco1 (stereo unspecified) | 20% | -13% | 6% | 8% | -3% | -19% | -1% | 14% | /
CC(=O)Nc1ccc(NC(=O)CSc2nnc3ccc(-c4cccnc4)nn23)cc1 | 8% | 3% | -8% | -2% | -11% | -13% | / | 37%[activator] | ?
CCn1nc(C(=O)NNC(=O)c2ccc(OC(F)F)cc2)c2ccccc2c1=O | 32% | 24% | 2% | -5% | / | -8% | / | 4% | /
O=C(CNS(=O)(=O)c1ccccc1)OCC(=O)c1ccc(OC(=O)c2ccccc2)cc1 | 13% | 8% | -3% | -2% | 0% | -17% | -2% | 3% | 30%[0.501 µM]
COC(=O)c1scc(-c2ccc(C)cc2)c1S(=O)(=O)N1CCN(c2ccc(OC)cc2)CC1 | ? | 18% | -10% | 8% | ? | ? | -5% | -3% | 11µM*
CC(C)C[C@H](NC(=O)N1CC(=O)Nc2ccccc21)C(=O)N[C@@H](Cc1c[nH]c2ccccc12)C(=O)O | 25% | 7% | -5% | -11% | -7% | -4% | -1% | 21% | -8%
COc1cc(/C=C/C(=O)OC(C)C(=O)c2ccccc2)cc(OC)c1OC (stereo unspecified) | 33% | 1% | -11% | -1% | -16% | -8% | / | ? | ?
CCC(C)N=Cc1c(NCc2ccco2)nc2c(C)cccn2c1=O (stereo unspecified) | 24% | 8% | -7% | -3% | -6% | -14% | -1% | 11% | /
Cc1ccc(S(=O)(=O)CCC(=O)OCC(=O)Nc2ccc(N3CCOCC3)cc2)cc1 | 19% | 25% | 4% | -5% | 0% | -7% | / | 19% | 23%[2.33 µM]
Cc1ccc(C(=O)N2CCc3cc(CNS(=O)(=O)c4ccc(Cl)s4)ccc32)cc1 | 27%[57 µM] | 0% | 0% | 1% | -2% | -2% | -1% | -1% | 10%[59 µM]
COc1ccc(Cl)cc1NC(=O)C1Cc2cc(S(=O)(=O)N3CCCC3)ccc2N1C(C)=O (stereo unspecified) | 26% | 3% | 7% | 16% | -16% | -18% | -6% | 0% | -9%
CC1CCCCC1NC(=O)C1CCN(S(=O)(=O)N2CCCCCC2)CC1 (stereo unspecified) | 38%[activator] | 0% | -9% | 0% | 15% | -8% | -5% | 0% | -31%[59 µM]
Cc1nnc(SCC(=O)Nc2nc3c(s2)CC(C)CC3)s1 (stereo unspecified) | 14% | 0% | -6% | 1% | -4% | 6% | -6% | -16% | -6%[12.7 µM]
COCCNC(=O)CN(c1ccccc1OC)S(C)(=O)=O | 32% | -1% | -1% | 0% | 7% | 4% | 1% | 35% | 25%

Further records:
SMILES | HP1b binding inh | GLS inhibitor | PGK inhibitor | Pin1 inh | BAZ2B inh | JMJD2A Tudor | BLM helicase inh | Pol iota inh | G9a inh
CC(C)(O)P(=O)(O)CCc1ccccc1 | 43%[activator] | -9% | -2% | -4% | -10% | -12% | 2% | 155%[activator] | ?
CCOC(=O)c1c(C)[nH]c(C(=O)COC(=O)C2CC2C)c1C (stereo unspecified) | 23% | -1% | -7% | 1% | -6% | -5% | 0% | 9% | ?
COc1ccc(C2CC(c3ccc(OC)cc3OC(C)=O)=NN2C(=O)c2ccccc2)cc1 (stereo unspecified) | -17% | -3% | -7% | 4% | -32% | -28% | -12% | 146%[activator] | -10%
Cc1ccc(NC(=O)C(C)C(=O)Nc2ccc(C)cc2)cc1 | 49%[activator] | -13% | i | 1% | / | 0% | -2% | 16% | -42%
NC(N)=NCCCCN=C(N)N | / | 8% | / | / | / | / | -2% | ? | 3%[59 µM]
COC(=O)c1cccc(NC(=O)CSc2nc3cccnc3n2C)c1 | 19% | 3% | -1% | -4% | 4% | -5% | 3% | 18% | -10%
Cc1c(Cl)cccc1NC(=O)CSc1ncc2c(n1)-c1ccccc1N(C)S2(=O)=O | 21% | -8% | 7% | 30% | 0% | -4% | -2% | 46%[activator] | -17%[59 µM]
CCOc1ccc(-n2c(=S)sc3c(=O)[nH]c(SCC(=O)C(C)(C)C)nc32)cc1 | 6% | 21% | i | ? | -22% | ? | -6% | ? | -39%
O=C(NC1CCCC1)c1cccc(S(=O)(=O)N2CCOCC2)c1 | 48%[activator] | 14% | 2% | 6% | -5% | -2% | / | -8% | 18%[12.7 µM]
CCn1c(SCC(=O)N2CCC(C)CC2)nc2c(c1=O)SCC2 | 13% | 2% | -9% | -2% | -35% | -25% | -3% | 43%[activator] | /
O=C(Nc1ccccc1)C1=C[C@H](c2coc3ccccc3c2=O)C[C@H](OCc2ccc(CO)cc2)O1 | 8% | -1% | 1% | 22% | -8% | -28% | -5% | 6% | -43%[59 µM]
C=CCn1c(SCC(=O)NNC(=O)Nc2ccc(C)cc2)nnc1-c1ccccc1 | 37% | 19% | i | -6% | -11% | -18% | -1% | 10% | 1%
CCOc1ccc(NC(=O)CN(C)C(=O)CCCOc2ccc(Br)cc2)cc1OCC | 8% | -2% | -5% | 0% | 5% | -5% | / | 2% | ?
Cc1ccc(-c2cc(C(=O)N3CCN(c4ccc(F)cc4)CC3)c3ccccc3n2)o1 | -17% | -10% | -3% | 19% | 40µM* | 56µM* | -13% | 35µM* | 45µM*
CCCCCCNC(=O)C(C#N)c1nc2ccccc2nc1N1CCOCC1 (stereo unspecified) | 28% | 6% | -2% | 19% | -1% | -10% | -2% | -2% | 15%
CCOc1ccccc1NC(=O)C1CCN(S(=O)(=O)c2ccc3[nH]c4c(c3c2)CCCCC4)CC1 | 24% | 3% | 9% | 47%[activator] | -11% | -19% | -10% | 17% | -40%[59 µM]
COc1c(C)cc(C(=O)C2CCCN(C(=O)Cn3ccc(C)n3)C2)cc1C (stereo unspecified) | 37%[activator] | 2% | -5% | -8% | -3% | -1% | -5% | 16% | -9%
CC1CCC2(CC1)OCC1(CCC3(COC4(CCC(C)CC4)OC3)C1=O)CO2 (stereo unspecified) | 16% | -9% | -1% | -5% | -1% | 2% | 0% | 55%[activator] | /
COc1ccccc1-n1nnnc1SCC(=O)NC1CCCCC1 | 21%[57 µM] | 2% | 2% | 1% | -6% | 2% | -6% | 14% | 22%
Cc1ccc(-c2cc(C(=O)Nc3nn[nH]n3)c3ccccc3n2)c(C)c1 | -18% | -6% | 4% | -8% | 7% | ? | -3% | 13% | ?
O=C(Nc1ccc(O)cc1)/C(=C\c1ccncc1)NC(=O)c1ccccc1 | 32% | -1% | -10% | 0% | -18% | -1% | -6% | 104%[activator] | ?
CCOc1ccc(-n2c(SCC(=O)O)nc3sc4c(c3c2=O)CCCC4)cc1 | 30% | 12% | 3% | 0% | -21% | -16% | 0% | 7% | 21%
CCOC(=O)C(C)(C)N(Cc1cccc(C)c1)S(=O)(=O)c1cccc([N+](=O)[O-])c1 | 6% | 3% | -1% | 0% | -8% | -23% | -5% | 7% | -19%[59 µM]
CC1CCN(c2ccc(C(F)(F)F)cc2N)CC1 | 48%[activator] | 2% | 6% | -7% | 3% | 9% | -2% | 189%[activator] | 24%
Cn1nc(C(=O)NCc2ccc(F)cc2)c2c1-c1ccccc1S(=O)(=O)C2 | 43%[activator] | 11% | 2% | 7% | -1% | -16% | -1% | 9% | -8%
O=C(O)c1cccc(N2CCCC2)c1 | 7% | 18% | 6% | -3% | -33% | -30% | 0% | ? | ?
O=C(Nc1cccc(F)c1)N1CCC(c2ccccc2)CC1 | 31% | -3% | 1% | 1% | 10% | -7% | -4% | -17% | 1%

Three entries already listed, arranged by their value in HP1b binding inh, high to low:
SMILES | HP1b binding inh | GLS inhibitor | PGK inhibitor | Pin1 inh | BAZ2B inh | JMJD2A Tudor | BLM helicase inh | Pol iota inh | G9a inh
O=C(Nc1cccc(F)c1)N1CCC(c2ccccc2)CC1 | 31% | -3% | 1% | 1% | 10% | -7% | -4% | -17% | 1%
CCOc1ccc(-n2c(=S)sc3c(=O)[nH]c(SCC(=O)C(C)(C)C)nc32)cc1 | 6% | 21% | i | ? | -22% | ? | -6% | ? | -39%
Cc1ccc(-c2cc(C(=O)N3CCN(c4ccc(F)cc4)CC3)c3ccccc3n2)o1 | -17% | -10% | -3% | 19% | 40µM* | 56µM* | -13% | 35µM* | 45µM*
